KCNH2 3.1 block: qHTS for Inhibitors of KCHN2 3.1: Mutant qHTS | U2OS KCNH2 3.1, thallium flux FluxOr; hits give low values | activity change, % (tested at about 1.8 µM) | 340,000 tested, 0.95% active;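 active means maximum activity change below -70%; inconclusive means maximum activity change from -70% to -50%; inactive means maximum activity change above -50%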;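 further: thallium influx rate constant from kinetic fluorescence after stimulation buffer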
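Kinetic fluorescence (2 min after stimulation buffer) measures Tl+ influx through KCNH2 3.1 expressed by viral transduction in U2OS cells; the rate constant is normalized against DMSO controls serving as positive and negative references.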
BCR signal inh: qHTS Assay to Find Inhibitors of Chronic Active B-Cell Receptor Signaling; ABC-DLBCL IkBa-CBG/CBR reporter, luminescence ratio, 4 h; Potency, µM (top dose mostly 46.1 µM), inactives show at the top dose ratio change, negative = lower green/red ratio, usual class: inhibitors; 340,000 tested, 0.05% active; AID 493014, 2011; active means well fitted inhibition curve with a large enough effect in the signal ratio, with a control signal flat, not every such curve was filed as active; inconclusive means small, poorly fitted or top-dose-only effect, or effect the other way, or a change in a side signal; the % refers to the signal ratio;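 further: potency means the concentration at half of the fitted maximal effect; plate controls were basal doxycycline-induced cells for no effect and cells given 10 µM MG132 for full effect; MG132 reads +100%, hits lower the ratio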
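Doxycycline induced both beetle luciferases in TMD8 lymphoma cells; IKK-driven degradation limits the IkappaBalpha-fused green signal, while red luminescence normalises for cell number and nonspecific effects. Compounds tested up to 46 uM, 4 hrs.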
GALK inhibitor: qHTS Assay for Inhibitors of Human Galactokinase (GALK) | AID 1868, 2009 | Potency, µM (highest dose often 57.5 µM), inactives show at the highest dose activity change, negative = inhibition, most hits filed as inhibitors | Purified GALK, Kinase-Glo residual ATP luminescence | P51570 | 270,000 tested, 0.007% active; further: potency means the concentration at half of the fitted maximal effect
Target sequence (P51570 whole entry, looked up): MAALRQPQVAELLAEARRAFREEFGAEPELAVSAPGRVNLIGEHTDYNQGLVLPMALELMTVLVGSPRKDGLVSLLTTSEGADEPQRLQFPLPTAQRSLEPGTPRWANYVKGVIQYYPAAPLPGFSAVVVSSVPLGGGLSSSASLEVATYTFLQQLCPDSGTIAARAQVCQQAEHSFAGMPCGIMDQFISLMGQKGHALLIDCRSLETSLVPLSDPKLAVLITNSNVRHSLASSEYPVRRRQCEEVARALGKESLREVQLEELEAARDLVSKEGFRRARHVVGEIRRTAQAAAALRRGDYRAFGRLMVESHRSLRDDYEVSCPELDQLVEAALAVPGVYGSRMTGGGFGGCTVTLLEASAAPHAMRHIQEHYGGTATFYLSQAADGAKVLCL
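The enzyme phosphorylates galactose (100 uM) using ATP (35 uM); inhibition is detected as higher residual ATP, quantified by bioluminescence after 1 h reaction at room temperature, pH 8.0.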
PKM2 activator: qHTS Assay for Activators of Human Muscle isoform 2 Pyruvate Kinase; purified PKM2, Kinase-Glo ATP luminescence, activation; response scale: 0% is enzyme alone, no compound; Potency, µM (doses to about 57.5 µM), for inactives: at the top dose activation, usual class: activators; 260,000 tested, 0.34% active; further: potency means the concentration at half of the fitted maximal effect; nearly all actives have a fitted effect of over 55% in size
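Purified hPK-M2 (>95% pure) converted ADP (0.1 mM final) to ATP with 0.5 mM PEP in 50 mM imidazole pH7.2, KCl, MgCl2, Tween 20, BSA; 1 h at room temperature. ATP detected by Kinase-Glo luminescence.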
Coupling enz: qHTS Assay for Inhibitors of Fructose-1,6-bisphosphate Aldolase from Giardia Lamblia: Coupling assay counterscreen | coupling enzyme system counterscreen, AmpLite Red fluorescence | activity change, negative = inhibition, % at 58.2 µM, hits read low | 290,000 tested, 0.67% active | AID 2472, 2010; in the data active means activity change below about -30%
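Final compound at 57.5 uM, incubated 10 min at RT with coupling enzyme reagent (glyceraldehyde-3-phosphate), then 20 min with substrate and AmpLite Red detection. Fluorescence read at 525/598 nm; tests interference with the coupling assay, not aldolase inhibition.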
Eya2 inh: qHTS Assay for Inhibitors of the Phosphatase Activity of Eya2 | Protein phosphatase EYA2 (Homo sapiens), O00167 | recombinant Eya2, OMFP fluorescence dephosphorylation (OMFP is methylfluorescein phosphate) | Potency, µM (series often up to 76.9 µM), for the others: top-dose activity, negative = inhibition, actives largely listed as inhibitors | 330,000 tested, 0.006% active | AID 488837, 2010; further: potency means the concentration at half of the fitted maximal effect
Target sequence (O00167 whole entry, looked up): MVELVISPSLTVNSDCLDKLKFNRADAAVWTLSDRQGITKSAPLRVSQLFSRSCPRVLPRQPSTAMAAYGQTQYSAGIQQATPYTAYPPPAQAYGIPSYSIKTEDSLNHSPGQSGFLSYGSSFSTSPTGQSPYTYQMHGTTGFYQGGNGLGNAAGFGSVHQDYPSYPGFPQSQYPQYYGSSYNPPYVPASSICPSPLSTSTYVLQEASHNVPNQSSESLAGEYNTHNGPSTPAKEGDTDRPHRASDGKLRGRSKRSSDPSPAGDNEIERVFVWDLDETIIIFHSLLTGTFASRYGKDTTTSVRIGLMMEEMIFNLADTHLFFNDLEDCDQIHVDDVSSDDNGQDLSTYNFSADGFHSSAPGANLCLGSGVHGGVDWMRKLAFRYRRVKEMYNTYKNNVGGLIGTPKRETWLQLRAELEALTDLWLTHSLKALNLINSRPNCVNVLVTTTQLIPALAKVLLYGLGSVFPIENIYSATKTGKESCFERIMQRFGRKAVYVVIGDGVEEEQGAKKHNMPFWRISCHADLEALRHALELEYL
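Eya2 protein (added as 0.2 uM solution) was preincubated with compound for 10 min at ambient temperature in 50 mM HEPES pH 7.5, 50 mM NaCl, 5 uM MgCl2, 0.05% BSA, 1 mM DTT. OMFP (added at 50 uM) then reacted 10 min; fluorescence read at 485/525 nm.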
hERG WT inh: qHTS for Inhibitors of KCHN2 3.1: Wildtype qHTS | 340,000 tested, 0.37% active | Voltage-gated inwardly rectifying potassium channel KCNH2 (Homo sapiens), Q12809 | activity change, % at 1.84 µM | U2OS, BacMam KCNH2, thallium flux FluxOr; hits give low values;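 active means maximum activity change below -70%; inconclusive means maximum activity change between -70% and -50%; inactive means maximum activity change above -50%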
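U2OS cells were transduced with wild-type KCNH2 virus (2.03 x 10^8 / mL) for 4 h at room temperature, then cultured overnight at 37 C. Thallium flux was read with FluxOr dye. Rate constants were normalized to DMSO controls.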
B2AR arrestin: qHTS assay of beta-arrestin-biased ligands of beta2-adrenergic receptor | Beta-2 adrenergic receptor (Homo sapiens), P07550 | beta-arrestin recruitment to beta2AR, cell-based reporter | Potency, µM (doses to about 46.1 µM), without a hit: at the highest dose activation, actives largely listed as activators | 330,000 tested, 0.02% active;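 further: potency means the concentration at half of the fitted maximal effect; 0% = DMSO controls and full agonism = EC100 isoproterenol or metaproterenol; nearly all actives have a fitted effect of over 65% in size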
Giardia kill: Small Molecules that selectively kill Giardia lamblia: qHTS; Giardia lamblia trophozoite viability; activity change, % at 7.66 µM, hits read low; 340,000 tested, 0.15% active; AID 540267, 2011; in the data active means activity change below about -80%; inconclusive means between about -30% and that limit;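 further: parasites exposed to compound for two days anaerobically before the ATP read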
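ATP-content bioluminescence gauges trophozoite survival. Cells (100/well) receive compound and incubate anaerobically for 48 hrs at 37 deg C; detection reagent follows for 15-30 min at room temperature.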
uPA generation: qHTS for Inhibitors of Cell Surface uPA Generation | 330,000 tested, 0.31% active | cell surface uPA generation assay, qHTS | Potency, µM (titrated, usually from 38.3 µM), inactives show at the top dose activity change, negative = inhibition, actives largely listed as inhibitors; active means well fitted inhibition curve with a large enough effect; inconclusive means small, poorly fitted or top-dose-only effect; inactive means no such curve, though single readings can be large or run the other way; tested in mouse RAW 264.7 cells; further: potency means the concentration at half of the fitted maximal effect; nearly all actives have a fitted effect of over 55% in size
USP2a block: qHTS Assay for Inhibitors of Ubiquitin-specific Protease USP2a Using CHOP2 as the Reporter; Potency, µM (highest dose often 38.3 µM), for the others: top-dose activity change, negative = inhibition, actives largely listed as inhibitors; USP2 core, Ub-CHOP2 coupled fluorogenic reporter, 485/531; 330,000 tested, 0.01% active;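 further: potency means the concentration at half of the fitted maximal effect; plate controls were DMSO wells for no effect and full inhibition by NEM control for full effect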
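Cell-free coupled assay: 10nM USP2 core preincubated 30min RT with compound in Tris-HCl pH 8.0/CaCl2/CHAPS buffer, then 25nM Ub-CHOP2 and 25nM reporter substrate; fluorescence (Ex 485/Em 531) read after 60min RT, normalized to NEM inhibition, concentration-response curves fitted.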
Active calls of the source: *; u = inconclusive; x = no result given; [ ] = remark or other dose. Unless noted, the call rests on the fitted dose curve; in most records, active means well fitted curve in the direction sought with a large enough effect; inconclusive means small, poorly fitted or top-dose-only effect, or another doubt; inactive means no such curve, though single readings can be large; an effect the other way counts as inactive or inconclusive. Unless noted, on the % scale 0 is the no-effect control and ±100 the full control effect.

#1 CC1=C/C(=N\OS(=O)(=O)c2ccccc2)C(C)=CC1=O
#2 C/C(=N\NC(=O)CNc1ccccc1)c1ccccc1
#3 O=C(c1cc(-c2ccc(F)cc2)nc2ccccc12)N1CCN(C2CCS(=O)(=O)C2)CC1 (stereo not given)
#4 O=C(CSc1nnc2n1CCCN2)c1ccc([N+](=O)[O-])cc1
#5 CCN(CC)S(=O)(=O)c1ccc(OC)c(NS(=O)(=O)c2cccc(C(=O)O)c2)c1
#6 CCCCc1nc2ccccc2c(N)c1CCC (tested in a mixture with another compound)
#7 CC(C)(C)C(=O)/C=C1\NC(=O)CS1
#8 CCCCCc1nnc(NC(=O)NS(=O)(=O)c2ccc(C)cc2)s1
#9 COc1ccccc1N1CCN(C(=O)/C=C/c2ccc(C)cc2)CC1
#10 COc1ccc(OC)c(CNC(=O)CCS(=O)(=O)c2ccc3c(c2)oc(=O)n3C)c1
screen / no.	1	2	3	4	5	6	7	8	9	10
KCNH2 3.1 block	-12	12	-15	-9	12	2	21	-2	-15	-20
BCR signal inh	u	-1%	-1%	8%	-2%	u	1%	-4%	2%	1%
GALK inhibitor	1%	0%	x	3%	7%	-1%	-3%	0%	1%	6%
PKM2 activator	25%	u	x	4%	-1%	-23%	6%	x	-2%	x
Coupling enz	-88*	0	x	2	4	1	3	-2	0	x
Eya2 inh	-13%	3%	-5%	-3%	4%	-8%	14%	20%	-4%	-3%
hERG WT inh	0	-14	8	2	6	5	3	2	2	0
B2AR arrestin	-0.3%	0.5%	-1.0%	0.3%	0.2%	0.1%	0.5%	0.3%	-0.4%	0.2%
Giardia kill	18	7	-4	4	-3	-8	-12	-2	7	29
uPA generation	-14%	7%	u	-1%	-7%	-4%	2%	2%	21%	2%
USP2a block	-5%	0%	0%	-2%	2%	2%	13%	0%	-3%	-8%

Gathered by group, the compounds so far containing two or more sulfur atoms (two)
#5 CCN(CC)S(=O)(=O)c1ccc(OC)c(NS(=O)(=O)c2cccc(C(=O)O)c2)c1
#8 CCCCCc1nnc(NC(=O)NS(=O)(=O)c2ccc(C)cc2)s1
screen / no.	5	8
KCNH2 3.1 block	12	-2
BCR signal inh	-2%	-4%
GALK inhibitor	7%	0%
PKM2 activator	-1%	x
Coupling enz	4	-2
Eya2 inh	4%	20%
hERG WT inh	6	2
B2AR arrestin	0.2%	0.3%
Giardia kill	-3	-2
uPA generation	-7%	2%
USP2a block	2%	0%

(further entries)
#11 CCC(=O)Nc1ccc(-c2ccc(N3CCN(C)CC3)nn2)cc1
#12 NS(=O)(=O)c1cccc(C(=O)NC2CCSc3ccccc32)c1 (stereo not given)
#13 CCOC(=O)[C@@H]1[C@H]2COc3ccccc3[C@@H]2N2C(=O)N(c3cccc(F)c3)C(=O)[C@@]12C
#14 COC(=O)[C@H](Cc1ccccc1)NC(=O)N1CCCCC1C (stereo not given in full)
#15 COc1ccc2c(c1)c(C(=O)CN1CCC(C(N)=O)CC1)c(C)n2C
#16 CCN(CC)S(=O)(=O)c1ccc(NC(=O)CN(c2cccc(C)c2)S(C)(=O)=O)cc1
#17 Cc1c(/C=N\NC(=O)C2COc3ccccc3O2)c2ccccc2n1C (stereo not given)
#18 CN(C)C(=O)/C=C\c1cn(-c2ccccc2)nc1-c1ccc2c(c1)OCCO2
#19 CC(=NCCN1CCN(C(C)=C2C(=O)c3ccccc3C2=O)CC1)C1=C(O)CC(C)(C)CC1=O
#20 O=C(CSc1nc2[nH]ncc2c(=O)[nH]1)NCc1ccccc1
screen / no.	11	12	13	14	15	16	17	18	19	20
KCNH2 3.1 block	-23	1	8	x	-29	-1	-2	x	-1	1
BCR signal inh	0%	1%	1%	0%	-2%	-6%	u	-12%	1%	5%
GALK inhibitor	-1%	-3%	x	5%	3%	-3%	-2%	3%	0%	-1%
PKM2 activator	x	x	x	11%	2%	3%	1%	-3%	7%	-3%
Coupling enz	-4	-1	x	3	1	0	7	-2	-2	9
Eya2 inh	11%	-20%	8%	-7%	-5%	-17%	-2%	-12%	6%	6%
hERG WT inh	-19	-3	-4	-3	12	-11	2	-14	-6	6
B2AR arrestin	0.1%	-0.2%	0.1%	0.1%	-0.2%	-0.4%	-1.2%	0.2%	-0.1%	-0.4%
Giardia kill	-15	8	-10	13	13	-8	-10	20	-1	-5
uPA generation	-11%	2%	-19%	x	-3%	-8%	-9%	-1%	6%	4%
USP2a block	-1%	0%	3%	0%	1%	4%	-2%	-8%	1%	0%

Record cards, as listed above. Order of screens: KCNH2 3.1 block, BCR signal inh, GALK inhibitor, PKM2 activator, Coupling enz, Eya2 inh, hERG WT inh, B2AR arrestin, Giardia kill, uPA generation, USP2a block
Listed for CCC(=O)Nc1ccc(-c2ccc(N3CCN(C)CC3)nn2)cc1 → -23, 0%, -1%, x, -4, 11%, -19, 0.1%, -15, -11%, -1%
Listed for COC(=O)[C@H](Cc1ccccc1)NC(=O)N1CCCCC1C (stereo not given in full) → x, 0%, 5%, 11%, 3, -7%, -3, 0.1%, 13, x, 0%
Listed for CCOC(=O)[C@@H]1[C@H]2COc3ccccc3[C@@H]2N2C(=O)N(c3cccc(F)c3)C(=O)[C@@]12C → 8, 1%, x, x, x, 8%, -4, 0.1%, -10, -19%, 3%

The list continues:
#21 O=C(CN1CCCC1)Nc1c(C(=O)C2CC2)oc2ccccc12
#22 O=C(CSc1nncc2ccccc12)N1CCCCC1
#23 CC(=O)Nc1cccc(NC(=O)c2cc3ccccc3o2)c1
#24 CCCC(C(=O)N1CCOCC1)N1C(=O)C2C3C=CC(C3)C2C1=O (stereo not given)
#25 CCOCCCNC(=O)/C(C#N)=C/c1ccc([N+](=O)[O-])o1
#26 O=C(Nc1cccc(F)c1)OC(CN1CCCCC1)C(F)(F)F (stereo not given)
#27 Cc1cc(Cl)ccc1OCC(=O)OCC(=O)NC1CCCC1
#28 C=C(C)C(=O)N1CC2(CC(c3cccc(NC(=O)CC)c3)=NO2)C[C@H]1C(N)=O (stereo not given in full)
#29 O=C(Cn1cc(Cl)c([N+](=O)[O-])n1)NCCC1=CCCCC1
#30 Cc1ccc(N2CCN(C(=O)c3ccccc3NC(=O)/C=C\C(=O)O)CC2)cc1
screen / no.	21	22	23	24	25	26	27	28	29	30
KCNH2 3.1 block	1	-5	-10	5	-3	-3	10	14	-1	12
BCR signal inh	u	u	u	1%	u	u	4%	0%	2%	-9%
GALK inhibitor	5%	1%	2%	4%	10%	-2%	x	-2%	0%	-1%
PKM2 activator	-8%	-6%	-44%	-9%	-4%	3%	x	21%	x	3%
Coupling enz	3	2	-9	2	-4	0	x	-2	2	4
Eya2 inh	-1%	-2%	29%[15.4 µM]	12%	-18%	2%	9%	8%	7%	-18%
hERG WT inh	4	-12	-5	-9	3	2	2	-7	-6	28
B2AR arrestin	3.2%	-0.1%	0.0%	u	0.0%	-0.4%	-0.2%	0.0%	-0.2%	0.4%
Giardia kill	17	4	-27	-5	-5	-6	-15	-24	-25	-8
uPA generation	-6%	1%	-7%	2%	-15%	-5%	5%	5%	-1%	2%
USP2a block	1%	0%	0%	-1%	3%	2%	3%	0%	2%	-2%

#31 CCC(C)Nc1nc2c(C)cccn2c(=O)c1C=Nc1ccc(OC)cc1 (stereo not given)
#32 CN(C)c1nc(-c2cn(CCC#N)c3ccccc23)cs1
#33 Cc1cc(NC(=O)CCN2C(=O)/C(=C/c3ccccc3F)SC2=S)no1
#34 O=C(COC(=O)c1ccc(F)cc1)Nc1nc2ccc([N+](=O)[O-])cc2s1
#35 COc1ccc(-c2noc(CN3C(=O)c4ccccc4C3=O)n2)cc1
#36 Cc1noc2ncnc(SCc3ccc(C(F)(F)F)cc3)c12
screen / no.	31	32	33	34	35	36
KCNH2 3.1 block	9	9	x	-4	-5	9
BCR signal inh	2%	-29%	-20%	-10%	u	-15%
GALK inhibitor	-4%	6%	-1%	-2%	2%	0%
PKM2 activator	-28%	1%	-4%	-1%	-10%	9%
Coupling enz	-3	-4	2	1	-2	-3
Eya2 inh	-17%	11%	-4%	-20%	-7%	-6%
hERG WT inh	1	7	x	-5	-12	-6
B2AR arrestin	-1.1%	-0.1%	0.1%	0.4%	-1.0%	0.1%
Giardia kill	7	-4	x	-3	1	-14
uPA generation	8%	x	x	0%	1%	-3%
USP2a block	6%	-2%	-3%	0%	1%	1%
